CendR NRP1 mod: modulators of CendR peptide binding to NRP-1, primary screen, biochemical, fluorescence polarization, uHTS. Neuropilin-1 (Homo sapiens), O14786. inhibition, % at 25 µM. FAM-RPARPAR peptide binding to NRP-1. 360,000 tested, 0.85% active;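 active = inhibition or corrected inhibition above about 18%, plus a signal ratio from 0.5 to 1.5, limit read from the data, passing the limit was not always enough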; note: strong numbers were not always called active
FAS TE block: FAS thioesterase domain inhibitors, primary screen, biochemical, fluorescence intensity, uHTS. Fatty acid synthase (Homo sapiens), P49327. recombinant FAS-TE, OMFH fluorogenic substrate, fluorescence endpoint. inhibition, % at 15 µM. 360,000 tested, 0.67% active;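 active = compounds whose normalised, plate-corrected inhibition of enzyme fluorescence in the single-dose primary screen is 50% or more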;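 note: 0% = DMSO with enzyme and 100% = substrate without enzyme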
Neddylation inh: inhibitors of cullin neddylation, primary screen, biochemical, TR-FRET, uHTS, NAE and Ubc12; 360,000 tested, 0.58% active; calls only at 25 µM; NEDD8-conjugating enzyme Ubc12 (Homo sapiens) + NEDD8-activating enzyme E1 regulatory …; in the data active = inhibition above about 36%
SKN-1 block: suppressors of acrylamide-induced Pgst-4::GFP reporter in worms, primary screen, SKN-1 inhibitor project, whole organism, uHTS, GFP/RFP fluorescence ratio, strain VP596; C. elegans VP596 Pgst-4::GFP/RFP ratio, 24 h; inhibition, % at 21.8 µM; 360,000 tested, 0.49% active; AID 624304, 2012;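 active = interference check ratio from 0.5 to 1.5 plus GFP to RFP signal ratio inhibition reaching or exceeding a fixed threshold, cut at about 30% in these data, passing the limit was not always enough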; note: some compounds called inactive have numbers as strong as hits
MT1-MMP act inh: blockers of MT1-MMP proenzyme processing, primary screen, HT1080 RFP-PRO-GFP cells, GFP/RFP fluorescence | GFP/RFP ratio fluorescence, overnight; percent of plate control window, DMSO zero | Matrix metalloproteinase-14 (Homo sapiens), P50281 | 360,000 tested, 0.061% active | GFP/RFP ratio change, % at 20 µM | AID 651647, 2012;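 active = GFP/RFP ratio change of at least 30% with cell ATP level not reduced by more than half and red fluorescence within 50% of control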; note: strong numbers were not always called active
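Read-out: GFP/RFP fluorescence ratio; Test system: RFP-PRO-GFP reporter HT1080 cells; Compound dosing: single-point 20 µM compound, 1% DMSO; Times: overnight compound exposure at 37 °C.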
MLLE-PAM2 inh: inhibitors of PABP1 MLLE–PAM2 peptide binding, primary screen, biochemical, fluorescence polarization, FITC-PAM2, GST-MLLE; Polyadenylate-binding protein 1 (Homo sapiens), P11940; inhibition, % at 20 µM; 360,000 tested, 0.36% active; AID 588489, 2011; in the data active = inhibition above about 35%, passing the limit was not always enough;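 note: plate controls were DMSO wells with GST-MLLE for no effect and wells lacking GST-MLLE protein for full effect; some results filed as inactive read as strong as hits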
Target sequence (P11940 whole entry, looked up): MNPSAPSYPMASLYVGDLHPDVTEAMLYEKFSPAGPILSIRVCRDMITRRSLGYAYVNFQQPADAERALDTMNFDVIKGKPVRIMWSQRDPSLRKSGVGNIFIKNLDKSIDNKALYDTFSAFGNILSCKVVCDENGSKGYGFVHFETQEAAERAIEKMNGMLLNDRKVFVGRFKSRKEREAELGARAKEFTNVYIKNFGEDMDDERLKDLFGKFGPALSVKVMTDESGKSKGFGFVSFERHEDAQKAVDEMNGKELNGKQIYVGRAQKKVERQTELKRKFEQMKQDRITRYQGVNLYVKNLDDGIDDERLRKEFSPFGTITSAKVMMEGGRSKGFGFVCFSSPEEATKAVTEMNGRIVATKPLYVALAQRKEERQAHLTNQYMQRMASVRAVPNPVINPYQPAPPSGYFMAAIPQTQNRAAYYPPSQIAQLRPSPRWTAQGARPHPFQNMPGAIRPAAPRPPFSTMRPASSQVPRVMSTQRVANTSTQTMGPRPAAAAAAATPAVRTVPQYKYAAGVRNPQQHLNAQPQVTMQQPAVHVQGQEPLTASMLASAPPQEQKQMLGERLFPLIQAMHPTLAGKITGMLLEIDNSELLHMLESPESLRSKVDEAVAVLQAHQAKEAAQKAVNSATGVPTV
Rin1-Abl PPI inh: inhibitors of Rin1-Abl protein binding, primary screen, biochemical, TR-FRET; Tyrosine-protein kinase ABL1 (Homo sapiens) + Ras and Rab interactor 1 (Homo sapiens), …; inhibition, % at 7.35 µM; 360,000 tested, 0.4% active; AID 588664, 2011; in the data active = inhibition above about 5%, passing the limit was not always enough
E coli Lon inh: inhibitors of E. coli Lon protease, primary screen, biochemical, fluorescence polarization. P0A9M0. inhibition, % at 7.94 µM. AID 602123, 2011. 360,000 tested, 0.42% active. purified E. coli Lon protease; in the data active = inhibition above about 13%, passing the limit was not always enough;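 note: 0% = enzyme with probe and DMSO and 100% = no enzyme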
MsrA act: bovine MsrA enzyme activators, primary screen, biochemical, absorbance, HTS | purified bovine MsrA, absorbance read-out | activation, % at 10.6 µM | 360,000 tested, 0.3% active; in the data active = activation above about 7.5%;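 note: 0% = vehicle and 100% = reference activator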
* hit, by the source's call; i = inactive; . = not tested or not shown; + = active, no number. Compounds as they come (roughly 4% active in at least one column).

molecule	CendR NRP1 mod	FAS TE block	Neddylation inh	SKN-1 block	MT1-MMP act inh	MLLE-PAM2 inh	Rin1-Abl PPI inh	E coli Lon inh	MsrA act
O=C(COC(=O)Cc1ccsc1)Nc1ccc(Br)cc1F	10	7	i	10	1	5	1	-11	1
CCC(C)[C@H](NC(=O)OC(C)(C)C)c1nnc(SCc2c(C)[nH]c(=O)[nH]c2=O)o1 (some centres undefined)	-3	1	i	2	2	-56	1	2	0
COc1ccc(NC(=O)Cc2nnc(SCC(=O)Nc3cc(C)ccc3OC)n2C)cc1	12	-8	i	13	3	-6	2	-10	-2
C[C@H](CO)N1C[C@H](C)[C@H](CN(C)Cc2ccccc2)Oc2ncc(Br)cc2C1=O	-11	-8	i	1	-2	19	0	-13	-13
Cc1ccc(OCCCCNC(C)c2ccccc2)c(C)c1 (centres undefined)	-1	-3	i	-6	2	-12	0	3	-1
COC(=O)c1cc(=O)n(-c2c(Cl)cc(C(F)(F)F)cc2Cl)[nH]1	-10	-6	i	4	-1	-2	1	11	-2
Cc1nnc(SCc2cc(=O)[nH]c(N3CCN(Cc4ccccc4)CC3)n2)s1	8	-4	i	24	2	-8	3	-9	-3
Cc1cc(C)nc(SCC(=O)c2ccc(F)cc2F)n1	5	0	i	-11	5	-1	0	1	-1
CC(C)(C)c1ccc(S(=O)(=O)N2CCC(NC(=O)c3ccco3)CC2)cc1	15	-1	i	20	-5	1	-2	-9	-4
COc1cccc(C(=O)NCc2nnc(SCC(=O)Nc3nccs3)n2-c2ccccc2)c1	5	-1	i	10	-1	3	-2	-2	-1
O=C(Cc1csc(-c2ccccc2)n1)NCc1cccs1	-31	0	i	11	3	9	-3	-8	-2
CC(c1ccccc1)n1c(-c2ccc(Cl)cc2)n[nH]c1=S (centres undefined)	-15	0	i	1	-3	-6	-3	-11	-3
O=C(COc1cc2oc(=O)c3c(c2cc1Cl)CCC3)N1C[C@H]2C[C@@H](C1)c1cccc(=O)n1C2	5	-4	i	18	-1	-2	-5	-12	-4
COc1ccc(C(=O)CNc2ccccc2C#N)cc1	6	0	i	6	1	7	-1	0	-3
COc1cccc(C(=O)C2CCCN(Cc3c(C)n(C)n(-c4ccccc4)c3=O)C2)c1 (centres undefined)	6	-3	i	10	7	-7	-2	-5	-2
COc1cccc(NC(=O)Nc2ccc(C)c(Cl)c2)c1	-2	7	i	9	6	-1	2	-1	-1
COc1ccc(NC(=O)c2ccccc2-c2ccccc2)c(C)c1	2	2	i	3	3	14	3	-6	-2
Cc1cc(N2CC(C(=O)Nc3nccs3)CC2=O)ccc1C(C)C (centres undefined)	16	2	i	-7	3	-4	0	-13	-1
Cc1ccc(Sc2sc(=O)n(C)c2S(=O)(=O)c2ccc(C)cc2)cc1	1	26	i	18	1	-8	-1	1	-4
Clc1cccc(-c2ccnc3nc(-n4cccc4)nn23)c1	-14	5	i	13	-5	9	0	-2	-3
CSCC[C@H](NC(=O)[C@@H]1Cc2ccccc2CN1)C(=O)NC1CCCCC1	-4	2	i	-20	0	7	-1	8	0
O=C1NC[C@H](Cc2ccc(O)cc2)N(C[C@@H]2CCCN2C[C@H](Cc2ccc(O)cc2)N2C[C@H](Cc3ccccc3)N(CCc3ccccc3)C(=O)C2=O)C1=O	-7	3	i	8	0	.	.	-8	-1
O=C(Nc1cc(Cl)ccc1Oc1ccccc1)C1=COCCO1	8	24	i	-7	0	-39	1	8	-1
O=C(NCCN1CCNCC1)c1ccccc1O	-4	-6	i	21	-1	-1	1	-3	-2
COc1ccccc1N1CCN(CC(=O)Nc2ccc(Cl)c(C(F)(F)F)c2)CC1	5	32	i	-10	-3	1	1	-6	-5
c1ccc(Nc2ccc3c4c(cccc24)CC3)cc1	128	-24	i	15	-106	-16	-1	-203	-3
COc1ccc(OCCCC(=O)NNC(=O)c2ccncc2)cc1	-1	-4	i	11	1	1	1	-11	0
Fc1ccc(-c2nc3n(n2)Cc2ccccc2-3)cc1	5	0	i	34	2	-12	-1	8	-1
CCCCCCCCOC1OC(CO)C(O)C(O)C1NC(C)=O (centres undefined)	-3	-3	i	5	0	1	6	6	0
O=C(CCCc1nc(-c2ccccc2)no1)N1CCOCC1	3	-7	i	7	6	5	3	-12	1
CC(=O)Nc1sc(N/N=C/c2ccc(C)cc2)nc1-c1ccc(C)cc1	-3	-2	i	-6	-5	-45	-1	-3	-4
COc1cc(OC)cc(C(=O)NNC(=S)Nc2ccc(S(N)(=O)=O)cc2)c1	15	-4	i	12	-1	19	-2	4	0
CC(=O)C(/C=N/c1cc(-c2ccc(C)cc2)nn1-c1ccccc1)=C(\C)O	-6	-2	i	6	1	11	-3	-8	-2
Cc1cccc(NC(=O)c2cc(=O)[nH]c3ccccc23)c1	2	-2	i	19	-1	15	-1	2	-2
O=C(N/N=C/c1ccoc1)c1cc(Br)ccc1O	-7	-3	i	16	1	1	4	-1	-2
O=C(Nc1ccc(S(=O)(=O)Nc2ncccn2)cc1)C1=NN(c2ccccc2)C(=O)CC1	-23	-2	i	-3	-3	-4	0	-3	-10
CC(=O)c1cccc(N=Nc2c(C)[nH]c3ccccc23)c1	0	4	i	9	4	-2	-2	-7	-3
COc1ccc(Cl)cc1C(=O)Nc1ccccc1N1CCN(C)CC1	4	4	i	4	-11	-9	-3	0	-1
CC(CC(=O)O)CC(=O)Nc1cc(C(F)(F)F)cc(C(F)(F)F)c1 (centres undefined)	-6	-9	i	12	-1	2	-3	-10	-2
Cc1cccc(C(=O)OCC(=O)N(C)C(c2ccccc2)c2ccccc2)c1[N+](=O)[O-]	11	48	i	-2	2	1	0	-9	1
COc1ccc2oc(C(=O)OC(C)C(=O)NCc3ccccc3)c(C)c2c1 (centres undefined)	-3	12	+	-1	4	-10	0	-6	-5
CC(NC(=O)NC1CCCCC1)C(c1cccs1)N1CCN(C)CC1 (centres undefined)	3	-8	i	-11	-5	10	1	-8	-3
Brc1cccc(-c2nc3ccc(Br)cn3c2Cc2ccsc2)c1	-5	2	i	47*	1	-9	0	0	-1
O=C(Nc1cccc(Cl)c1)ON=C1c2ccccc2-c2ccccc21	-3	-20	i	24	-2	4	-2	0	-2
O=C(CCN1C(=O)C2CC=CCC2C1=O)N1CCN(c2ccccn2)CC1 (centres undefined)	0	-9	i	0	2	12	-4	14	-3
CC1=C(c2ccccc2)C(=S)NC(C)(C)C1	5	-4	i	-9	2	27	-1	1	-4
CCOC(=O)C1=CCN(S(=O)(=O)c2ccccc2F)C1c1cccc(C)c1 (centres undefined)	6	18	i	8	0	3	5	-3	-1
COc1ccc(OC)c(NC(=O)N[C@@H](Cc2ccccc2)C(=O)O)c1	-9	-6	i	5	1	-3	4	3	-4
COC(=O)C1=C(C)N(CCc2ccccc2)C(=O)C1	11	-1	i	-2	-6	7	2	1	-1
CCCCn1c(N)c(N(CC)C(=O)c2ccc(Cl)c(Cl)c2)c(=O)[nH]c1=O	4	-1	i	7	-2	-7	1	7	0
CCc1cccc(NC(=O)CCNS(=O)(=O)c2ccc3[nH]c(=O)oc3c2)c1	0	-4	i	13	2	-8	-2	1	-3
C/C(=N/NC(=O)CN1CCN(Cc2ccccc2)CC1)c1ccc([N+](=O)[O-])cc1	8	5	i	3	8	2	-6	-1	-4
CC1=C(C(=O)N2CCCCCC2)CC(CC(=O)NCCCN(C)C)C(=O)N1Cc1ccccc1 (centres undefined)	18	-16	i	-2	2	-7	2	-6	-3
COc1cccc(C2C(C#N)=C(N)OC3=C2C(=O)CC(c2ccco2)C3)c1OCc1ccc(F)cc1 (centres undefined)	-10	16	i	12	-7	4	-2	-5	-6
COc1ccc(CN2CCSc3sccc3C2=O)cc1	9	-2	i	1	3	-2	2	-2	-3
COc1ccc(OC)c(NC(=O)CN2CCN(C(=O)c3ccco3)CC2)c1	5	-2	i	6	1	3	-1	-10	0
Cc1ccc(S(=O)(=O)NCCC(=O)N2CCCCCC2)cc1	7	-8	i	19	0	19	1	5	-1
CCCCn1c(N)c(N(CC(C)C)C(=O)CSc2ccc3c(c2)OCCO3)c(=O)[nH]c1=O	-2	-4	i	-1	0	29	-1	-3	-1
CCC(=O)c1ccc(OCC(=O)NCC2COc3ccccc3O2)cc1 (centres undefined)	15	0	i	-8	3	-7	1	-8	-1
CSc1ccccc1NC(=O)CN(C)CC(=O)NCC(=O)Nc1ccc(F)cc1	-14	-3	i	-7	3	-19	0	0	-7

Later entries
molecule	CendR NRP1 mod	FAS TE block	Neddylation inh	SKN-1 block	MT1-MMP act inh	MLLE-PAM2 inh	Rin1-Abl PPI inh	E coli Lon inh	MsrA act
Cc1ccc(C)c(NC(=S)NC(C)C(c2cccs2)N2CCOCC2)c1 (centres undefined)	-11	6	i	11	-4	13	1	4	-1
COc1ccc(OC(C)=O)c(C2c3cc(OC)c(OC)cc3CCN2C(C)=O)c1 (centres undefined)	-1	-6	i	1	1	-4	4	0	-2
CCOC(=O)C1CCN(C(=O)CCc2c(C)nc3cc(-c4ccc(OC)cc4OC)nn3c2C)CC1	3	-6	.	5	1	-9	-3	-4	-1
NC(=O)CN1C(=O)C(=O)N(Cc2ccc(Cl)cc2)C1=O	3	-4	i	2	-2	-4	2	-6	-1
Cc1cc(/C=C(\C#N)C(=O)OCC(=O)NC(=O)NC(C)(C)C)c(C)n1CCC(C)C	4	-10	+	-5	3	-17	3	-6	-5
O=C(Nc1ccc(F)cc1)C(c1cc2ccccc2o1)N1CCN(c2ccncc2)CC1 (centres undefined)	-8	.	i	10	2	.	.	.	.
COc1ccc(/C=C2\C(=O)OCc3cc(OC)c(OC)cc32)cc1OC	25*	-9	i	-2	-1	0	0	-7	-11
CCSc1nsc(SCC)c1C(N)=O	0	-9	i	6	1	6	2	1	-1
COC(=O)c1ccccc1NC(=O)c1c(Br)cnn1C	-6	0	i	-6	3	-1	4	1	2
COC(=O)c1ccccc1NC(=S)N1CCN(c2ccc(OC)cc2)CC1	2	16	i	-1	-1	-24	0	-5	-3
O=C(CNS(=O)(=O)c1ccc(Br)s1)N1CCN(c2ncccn2)CC1	-7	-3	i	-23	6	13	-1	-5	1

Among those listed so far, 2 have a COOH group:
molecule	CendR NRP1 mod	FAS TE block	Neddylation inh	SKN-1 block	MT1-MMP act inh	MLLE-PAM2 inh	Rin1-Abl PPI inh	E coli Lon inh	MsrA act
CC(CC(=O)O)CC(=O)Nc1cc(C(F)(F)F)cc(C(F)(F)F)c1 (centres undefined)	-6	-9	i	12	-1	2	-3	-10	-2
COc1ccc(OC)c(NC(=O)N[C@@H](Cc2ccccc2)C(=O)O)c1	-9	-6	i	5	1	-3	4	3	-4

Part of the list above in order of count of non-hydrogen atoms, low to high.
molecule	CendR NRP1 mod	FAS TE block	Neddylation inh	SKN-1 block	MT1-MMP act inh	MLLE-PAM2 inh	Rin1-Abl PPI inh	E coli Lon inh	MsrA act
CSCC[C@H](NC(=O)[C@@H]1Cc2ccccc2CN1)C(=O)NC1CCCCC1	-4	2	i	-20	0	7	-1	8	0
CCC(C)[C@H](NC(=O)OC(C)(C)C)c1nnc(SCc2c(C)[nH]c(=O)[nH]c2=O)o1 (some centres undefined)	-3	1	i	2	2	-56	1	2	0
Cc1cc(/C=C(\C#N)C(=O)OCC(=O)NC(=O)NC(C)(C)C)c(C)n1CCC(C)C	4	-10	+	-5	3	-17	3	-6	-5

Assay outcomes deposited in PubChem BioAssay by several laboratories.
